Bioassay records deposited in PubChem by several laboratories.
MBD2 inh – inhibitors of MBD2 binding to methylated DNA, primary screen, biochemical, TR-FRET, DNA-binding domain, human. Methyl-CpG-binding domain protein 2 (Homo sapiens), Q9UBB5. MBD2 binding to methylated oligonucleotide. inhibition, % at 4.4 µM. 370,000 compounds, 0.31% hits; in the data active means inhibition above about 13%
TCR CD3 inh – inhibitors of human TCR-CD3 interaction, primary screen, biochemical, fluorescence, TAMRA-labeled TCR probe. inhibition, % at 9.4 µM. T-cell receptor (TCR). 360,000 compounds, 0.37% hits; in the data active means inhibition above about 19%;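 further: recombinant mutant TCR 2C K166C tagged with TAMRA read by polarization; 0% = receptor in buffer alone and 100% = receptor with positive control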
NPR2 activator – human GC-B receptor activators, primary screen, HEK293 GC-B cells, cGMP TR-FRET, EC30 CNP; 0% at EC30 CNP, 100% saturating CNP; activation, % at 10 µM; 370,000 compounds, 0.11% hits; AID 1920062, 2024;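 active means activation at 10 µM reaching about 35% in either raw or pattern-adjusted values, limit read from the data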
HTRA1 inhibitor – HTRA1 serine protease inhibitors, primary screen, biochemical, fluorescence polarization, HTS; AID 504803, 2011; recombinant HTRA1, FP-rhodamine activity-based probe; 340,000 compounds, 0.5% hits; inhibition, % at 5.96 µM; in the data active means inhibition above about 36%;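 further: 0% = enzyme with DMSO and 100% = wells lacking enzyme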
TDP2 inh – human TDP2 enzyme inhibitors, primary screen, biochemical, epi absorbance, recombinant enzyme | inhibition, % at 12.8 µM | 370,000 compounds, 0.34% hits | Tyrosyl-DNA phosphodiesterase 2 (Homo sapiens), O95551 | T5PNP hydrolysis, p-nitrophenol absorbance 415 nm;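 active means inhibition above the mean of all tested compounds plus 3 SD, set per campaign, cut at about 25% in these data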;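 further: 0% = DMSO with enzyme and 100% = buffer with substrate but no TDP2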
Target sequence (O95551 whole entry, looked up): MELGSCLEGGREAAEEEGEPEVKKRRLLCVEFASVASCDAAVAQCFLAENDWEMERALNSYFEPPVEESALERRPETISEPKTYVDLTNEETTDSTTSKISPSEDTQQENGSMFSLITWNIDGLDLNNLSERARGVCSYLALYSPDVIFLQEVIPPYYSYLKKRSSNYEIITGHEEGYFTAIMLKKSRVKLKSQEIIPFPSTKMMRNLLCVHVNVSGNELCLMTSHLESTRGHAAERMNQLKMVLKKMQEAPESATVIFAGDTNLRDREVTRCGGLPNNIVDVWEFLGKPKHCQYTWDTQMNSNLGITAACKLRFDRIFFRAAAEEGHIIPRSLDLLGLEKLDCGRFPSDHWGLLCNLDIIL
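Material: recombinant human TDP2; quantity: TDP2 enzyme at 120 nM final; medium: Tris-HCl pH 7.5 with MgCl2; compound: single concentration, 12.8 µM nominal, with 1% DMSO; incubation: 2 h enzyme incubation at 37 °C; signal: epi absorbance; measure: percent inhibition; benchmarks: high control without enzyme, low control DMSO plus TDP2; repeats: singlicate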
rCAG binder – binders of r(CAG) RNA repeats, primary screen, biochemical, fluorescence. r(CAG) RNA repeat, TO-PRO-1 dye displacement fluorescence. AID 651821, 2012. 370,000 compounds, 1.3% hits. inhibition, % at 3 µM;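 active means inhibition above the plate cutoff, the mean of all test compounds on that plate plus 3 SD, cut at about 35% in these data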;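 further: 0% = DMSO alone and 100% = 100 µM mitoxantrone as full dye displacement; higher means more dye released from RNA so lower well fluorescence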
SIAE inh – human SIAE inhibitors, primary screen, biochemical, fluorescence polarization, FP-Rh probe, 1536-well HTS | Sialate O-acetylesterase (Homo sapiens), Q9HAT2 | SIAE FP-Rh probe binding | inhibition, % at 9.66 µM | 370,000 compounds, 0.69% hits | AID 1053197, 2014;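 active means inhibition above a cutoff: mean of compounds within the control limits plus 3 SD of those, cut at about 17% in these data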;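 further: 0% = plate median of compound wells and 100% = probe without SIAE protein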
Target sequence (Q9HAT2 whole entry, looked up): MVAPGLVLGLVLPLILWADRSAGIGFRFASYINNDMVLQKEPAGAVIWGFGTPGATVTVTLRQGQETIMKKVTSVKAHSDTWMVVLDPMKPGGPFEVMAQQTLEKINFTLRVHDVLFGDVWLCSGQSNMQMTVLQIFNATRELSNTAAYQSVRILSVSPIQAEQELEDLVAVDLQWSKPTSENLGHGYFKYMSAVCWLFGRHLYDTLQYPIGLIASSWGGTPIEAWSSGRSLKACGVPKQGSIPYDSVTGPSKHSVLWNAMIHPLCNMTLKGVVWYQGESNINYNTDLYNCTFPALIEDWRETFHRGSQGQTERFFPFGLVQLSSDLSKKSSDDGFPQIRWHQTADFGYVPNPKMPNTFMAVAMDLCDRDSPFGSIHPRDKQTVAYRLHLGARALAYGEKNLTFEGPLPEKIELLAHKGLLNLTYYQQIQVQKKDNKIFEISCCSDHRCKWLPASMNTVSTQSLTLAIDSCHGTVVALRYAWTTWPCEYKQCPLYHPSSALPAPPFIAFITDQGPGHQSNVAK
mABHD4 FP – ABHD4 inhibitors, primary screen, biochemical, fluorescence polarization, mouse. purified mABHD4, FP-Rh probe fluorescence polarization. inhibition, % at 8.92 µM. 370,000 compounds, 0.54% hits. (Lyso)-N-acylphosphatidylethanolamine lipase (Mus musculus), Q8VD66;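 active means inhibition exceeding the mean over every tested compound plus 3 SD, cut at about 30% in these data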;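 further: 0% = plate median of compound wells and 100% = S159A mutant with DMSO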
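Material: mouse ABHD4 enzyme, wild type; Benchmarks: S159A mutant high control, sample median low control; Buffer or medium: HEPES pH 7.0, NaCl, Pluronic buffer; Signal: fluorescence polarization; Read-out: percent inhibition of probe binding, normalized to plate controls; Timing: pre-incubation 45 min, probe exposure 60 min, at 25 °C; Dosing: 8.92 µM, single dose.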
PRMT1 inh – PRMT1 methyltransferase inhibitors, primary screen, biochemical, fluorescence polarization; Protein arginine N-methyltransferase 1 (Homo sapiens), Q99873; recombinant PRMT1, activity-based probe fluorescence polarization; inhibition, % at 2.79 µM; 370,000 compounds, 1.3% hits; AID 652257, 2013;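 active means inhibition above about 21% made by adding two undisclosed values, limit read from the data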
LEDGF integ inh – blockers of LEDGF/p75-dependent integrase strand transfer – biochemical, TR-FRET, high throughput, primary screen | HIV-1 integrase (with human LEDGF/p75) | TR-FRET IN-LEDGF/p75 DNA integration, Eu/Cy5 | inhibition, % at 3.7 µM | 370,000 compounds, 0.64% hits;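 active means inhibition above the screen-wide mean plus 3 SD, cut at about 13% in these data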;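 further: signal is the Cy5 over europium emission ratio at 671 and 618 nm; 0% = plate median of compound wells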
* marks the source's active call; other numbers are inactive results; · = no result given; & = joins results of further samples. An excerpt; rates above refer to the full screens.

SMILES	MBD2 inh	TCR CD3 inh	NPR2 activator	HTRA1 inhibitor	TDP2 inh	rCAG binder	SIAE inh	mABHD4 FP	PRMT1 inh	LEDGF integ inh
CC1CCCCN1S(=O)(=O)c1ccc(C(=O)N(CCCN(C)C)c2nc3ccc(Br)cc3s2)cc1 (stereo unspecified)	2	4	0	-22	6	-2	7	11	3	1
COc1cccc(-c2cc3onc(-c4ccccc4)c3c(=O)n2C)c1	-3	-2	-11	3	-9	1	-2	1	2	2
CCN(CC)C(=S)Nc1ccc([N+](=O)[O-])cc1	3	-4	4	8	-16	0	2	-14	4	-6
Cc1cc(C)c(S(=O)(=O)n2cc(C(C)C(N)C(=O)O)c3ccccc32)c(C)c1 (stereo unspecified)	0	2	0	-5	-5	-1	0	1	-1	7
Cc1cc(=O)c(C(=O)O)nn1-c1ccccc1[N+](=O)[O-]	0	4	2	9	-4	1	1	1	-2	2
Cc1oc(-c2cccs2)nc1CS(=O)CC(=O)NCc1ccc2c(c1)OCO2 (stereo unspecified)	6	-3	-6	-1	-6	-2	-2	5	9	-4
COc1ccc(-c2nc(CSCC(=O)N3CCN(C4CCCCC4)CC3)c(C)o2)cc1OC	2	6	0	-1	12	-2	-1	-2	-2	2
O=C(Cc1ccc([N+](=O)[O-])cc1)N1N=C2CCCCC2C1(O)C(F)(F)F (stereo unspecified)	1	6	4	·	3	-3	10	0	-1	-4
CC(C)(C)C(=O)NC(=S)NCc1ccccc1	2	-2	2	-9	7	-6	14	5	2	-4
CCn1cc(C(=O)N(C)c2cc(C)ccc2OC)c2cc(OC)c(OC)cc2c1=O	-2	6	-3	-1	-3	-1	-7	7	1	4
O=C(CN1C(=O)NC2(CCCCC2)C1=O)N1CCN(S(=O)(=O)c2ccccc2)CC1	3	-2	4	-3	-9	-4	4	6	0	3
CS(=O)(=O)c1ccc(-c2sc3ccccc3c2C(=O)NCCCN2CCOCC2)cc1	-5	2	2	0	5	2	3	-1	1	-1
Cn1nc2c(c1C(=O)N1CCCC(C(=O)c3cc(F)ccc3F)C1)CCCC2 (stereo unspecified)	2	17	4	4	1	-5	3	-3	-1	0
CCN(c1ccccc1)S(=O)(=O)c1ccc2c(c1)OCCO2	-1	-5	0	-1	-16	3	-1	-3	-5	5
Cc1ccc(S(=O)c2ccc([N+](=O)[O-])c3nonc23)cc1 (stereo unspecified)	-11	-3	1	43*	6	63*	-12	44*	58*	10
Cc1nnc2c(N3CCN(C(=O)c4ccco4)CC3)nc3ccccc3n12	8	-9	-7	0	-7	-3	-5	-4	8	-1
CN(C(=O)CN1C(=O)c2ccccc2S1(=O)=O)c1ccccc1C(=O)O	6	5	2	5	7	1	-2	7	1	2
CC1CCCC(C)N1C(=O)CSc1nnc(-c2c[nH]c3ccccc23)o1 (stereo unspecified)	-6	9	0	-15	-11	0	-2	-5	-6	-2
COc1cccc(CN2CCN(C(=O)CC(C)C)CC2)c1	3	8	3	-1	-4	0	0	9	2	-2
Cc1nc2nc(COc3ccccc3)[nH]n2c(=O)c1C	0	7	1	6	6	0	0	-5	1	0
Cc1cc(C(=O)N2CCC(C(N)=O)CC2)c(C)o1	2	1	3	3	-6	0	-2	-5	-6	3
Cc1ccccc1S(=O)(=O)NC1OC(=O)C(Cl)=C1Cl (stereo unspecified)	1	9	3	9	13	2	-1	0	15	3
CCN(c1ccccc1)S(=O)(=O)c1cccc(C(=O)Nc2ccc(C)cn2)c1	0	4	-2	-9	6	-3	-3	-1	0	3
CCNC(=O)C1(C)CCN(C(=O)c2ccc(OC)cc2OC)C1 (stereo unspecified)	5	1	-1	·	11	-1	-3	-1	5	1
CCn1cc(C(=O)O)c(=O)c2cc(F)c(N3CCN(C(=S)NC(=O)c4cccc(F)c4)CC3)cc21	3	-4	-9	3	3	1	-3	1	4	0
More structures
SMILES	MBD2 inh	TCR CD3 inh	NPR2 activator	HTRA1 inhibitor	TDP2 inh	rCAG binder	SIAE inh	mABHD4 FP	PRMT1 inh	LEDGF integ inh
Cc1ccc(C(NC(=O)C2CCN(CCOc3ccccc3)CC2)c2ccccn2)cc1 (stereo unspecified)	1	-10	-2	·	-2	0	-6	0	1	0
CSc1ccccc1C(=O)Nc1cccc(C)c1	-3	0	-2	-14	-10	0	-6	4	0	-4
O=S(=O)(CC1NCc2ccccc21)NC1CCCC1 (stereo unspecified)	3	·	-1	·	13	6	-1	-10	-2	2
CC(C)CC(=O)NC(=S)Nc1ccc(N2CCN(C(=O)c3cccs3)CC2)cc1	0	6	-1	2	9	-6	1	2	-4	0
COc1ccc(C(C(=O)NC2CCCC2)N(C(=O)c2ccco2)c2cc3c(cc2C(C)=O)OCO3)cc1 (stereo unspecified)	3	4	-6	5	-14	-2	-7	0	3	-5
COc1ccc(CNc2oc(-c3ccccc3)nc2C#N)cc1	5	0	10	-35	10	3	9	-4	1	4
COc1cccc(CN2C(=O)N(C(C)C)C(N(O)C(=O)NC(C)C)C2(C)C)c1OC (stereo unspecified)	2	8	1	-7	-20	-1	-12	-5	-1	3
Cc1cnc(C(=O)N2CCCC(N3CCN(c4cccc(C(F)(F)F)c4)CC3)C2)cn1 (stereo unspecified)	-6	-5	1	11	-12	-8	8	8	-2	4
CCc1ccccc1S(=O)(=O)Cc1ccc(C(=O)NCc2cccs2)o1	-3	1	0	-7	-2	-1	-3	4	-1	-1
COc1ccc(S(=O)(=O)N2CCC(C(=O)Nc3cccc(Cl)c3)CC2)cc1OC	-4	-4	-11	-19	3	6	-8	-10	-2	0
Cc1cccc(N(C(=O)c2snc(C(N)=O)c2N)C(C(=O)NC2CCCC2)c2ccc(C)o2)c1 (stereo unspecified)	2	2	-7	3	12	4	7	-7	1	-2
CC(=O)NC(C)(C)C1CC=C(C)/C(=N\O)C1 (stereo unspecified)	1	-2	3	-1	7	0	1	12	0	-3
COc1ccc(NC(=O)c2oc3ccccc3c2NC(=O)c2ccco2)c(OC)c1	4	-5	2	-8	-1	4	-6	8	4	2
Cc1ccc(C(=O)NNC(=O)CCC(=O)Nc2cccc(Cl)c2C)cc1	-3	-3	4	5	1	-3	3	11	2	-8
CC(=O)N[C@H]1[C@H]([C@H](O)[C@H](O)CO)O[C@](O)(C(=O)O)C[C@@H]1O	1	5	0	2	5	2	-1	-6	-2	2
COc1ccc(C(=O)O)cc1S(=O)(=O)Nc1ccccc1-c1ccccc1	-1	-5	3	6	11	6	1	17	1	4
CC(C)(C)c1ccc(C(=O)NNC(=S)NC(=O)c2cccnc2)cc1	0	7	3	1	0	11	-5	9	-1	3
CC(C)c1ccc2[nH]c3c(c2c1)CCC/C3=N\NC(=O)c1ccncc1	1	-5	2	2	9	1	2	7	-1	-4
Cc1ccc(OCC(=O)N2CCN(S(=O)(=O)c3ccccc3[N+](=O)[O-])CC2)cc1	3	-2	-1	-4	-1	-3	0	-5	0	2
COc1ccc(-c2c(C)n([O-])c3c([n+]2=O)CCC3)cc1OC	-4	4	6	-2	-2	0	0	9	1	0
COc1ccc(C(=O)NNC(=O)c2snnc2C)cc1	-1	-3	7	5	-3	0	7	-4	-3	3
CCOC(=O)N1CCN(C(=O)c2cc3cc(OC)c(OC)cc3[nH]2)CC1	3	-9	0	-2	-8	1	-3	5	1	-3
Cc1ccccc1OCC(O)Cn1c(=N)n(CCN2CCOCC2)c2ccccc21 (stereo unspecified)	0&-2	8&-1	-2&-1	0&-3	-4&0	2&10	9&-1	0&0	1&4	2&4
CC(C)(C)N1C(=O)c2ccccc2NC(=O)C1C(=O)Nc1ccc(N2CCOCC2)cc1 (stereo unspecified)	0	3	4	·	-3	2	6	3	3	-3
CN1C(=O)c2cc(NC(=O)Nc3ccccc3)ccc2OC[C@H]2O[C@@H](CC(=O)Nc3cc(F)ccc3F)CC[C@@H]21	7	·	-2	·	8	8	-3	4	0	2

Entries listed above that bear a hit mark in HTRA1 inhibitor.
compound | MBD2 inh | TCR CD3 inh | NPR2 activator | HTRA1 inhibitor | TDP2 inh | SIAE inh | PRMT1 inh | LEDGF integ inh
Cc1ccc(S(=O)c2ccc([N+](=O)[O-])c3nonc23)cc1 (stereo unspecified) | -11 | -3 | 1 | 43* | 6 | -12 | 58* | 10

The results go on:
SMILES	MBD2 inh	TCR CD3 inh	NPR2 activator	HTRA1 inhibitor	TDP2 inh	rCAG binder	SIAE inh	mABHD4 FP	PRMT1 inh	LEDGF integ inh
O=C(NC(Cc1ccccc1)C(=O)O)C1CCN(S(=O)(=O)c2cccc(C(F)(F)F)c2)CC1 (stereo unspecified)	4	-2	8	1	20	14	6	1	1	0
O=C(NCc1ccc(-c2nc3ccccc3s2)cc1)c1ccco1	0	1	-5	-5	9	3	-1	-2	0	1
O=C(NCc1ccccc1)[C@@H]1CCCN1C(=O)[C@H]1CCCN1C(=O)c1c(F)cccc1F	8	-10	2	·	5	-2	4	-1	-1	0
COc1ccc(S(=O)(=O)N2CCOCC2)cc1NC(=O)Cc1ccc2c(c1)OCCO2	-4	2	-2	3	-8	6	-1	-1	-4	3
O=C(O)CC(NC(=O)CCc1ccccc1)c1ccc(Cl)cc1 (stereo unspecified)	1	4	4	-2	2	-1	-6	0	1	2
Cc1nn(S(=O)(=O)c2ccc(F)cc2)c(C)c1S(=O)(=O)N1CCOCC1	-1	8	2	2	8	1	-2	-4	-1	0
Cc1ccccc1OCC(=O)N(Cc1ccc(N(C)C)cc1)C1CCS(=O)(=O)C1 (stereo unspecified)	-2	1	-4	-2	6	0	-4	5	2	-4
C[C@H](c1ccccc1)N1C[C@H](COCc2ccccc2)Oc2cc(N3CC[C@H](N(C)C)C3)ccc2S1(=O)=O	-5	-2	2	·	-13	7	15	2	-7	4
O=C(NCc1ccc(F)cc1)C1CC(=O)N(C2CCCCC2)C1 (stereo unspecified)	1	1	3	2	12	-2	8	1	-1	-4
O=C1c2ccccc2-c2nnc(-c3ccc(F)cc3)cc21	-1	-3	-2	4	14	3	-3	-2	1	-1
COCCNc1nc2cc(-c3cccc(C(F)(F)F)c3)sc2c(=O)n1C	-1	8	-6	·	4	4	-8	-9	1	1
CC(C)(C)C1CCC(=NNc2nc3ccccc3[nH]2)CC1 (stereo unspecified)	5	-9	3	29	-4	5	3	4	5	0
COc1ccc2oc(C(=O)NC(C)(C)C)c(C)c2c1	-2	-5	-10	1	-4	-3	0	0	2	4
